T cruzi growth: inhibitors of T. cruzi proliferation; T. cruzi beta-gal in NIH3T3, GalScreen luminescence, 90 h; inhibition, % at 8.34 µM; AID 624255; hit rate 5.9% among 77,000;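 active = mean inhibition above about 93%, with at least 55% of replicates each passing it, limit read from the data, passing the limit was not always enough; inconclusive = only one of those two conditions holds; inactive = neither condition holds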
Pf Dd2 growth: blocks growth of Plasmodium falciparum Dd2 parasites; hit rate 2.3% among 94,000; AID 1159554; activity change, % at 10 µM; P. falciparum Dd2 growth, SYBR Green, 72 h; stronger effect = lower value; in the data active = activity change below about -80%; inconclusive = no clear call, values can overlap the other calls
GASC1 inh: KDM4C (human) demethylase inhibition; Q9H3R0; GST-KDM4C 2-372, H3K9me3 peptide, LANCE TR-FRET; inhibition, % at 12.5 µM; hit rate 0.15% among 96,000; AID 720574;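 active = mean replicate inhibition above about 25%, with at least 55% of replicates also reaching it, limit read from the data, passing the limit was not always enough; inconclusive = only one of those two conditions met; inactive = neither condition met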
Target sequence (Q9H3R0 2-372 limits assumed): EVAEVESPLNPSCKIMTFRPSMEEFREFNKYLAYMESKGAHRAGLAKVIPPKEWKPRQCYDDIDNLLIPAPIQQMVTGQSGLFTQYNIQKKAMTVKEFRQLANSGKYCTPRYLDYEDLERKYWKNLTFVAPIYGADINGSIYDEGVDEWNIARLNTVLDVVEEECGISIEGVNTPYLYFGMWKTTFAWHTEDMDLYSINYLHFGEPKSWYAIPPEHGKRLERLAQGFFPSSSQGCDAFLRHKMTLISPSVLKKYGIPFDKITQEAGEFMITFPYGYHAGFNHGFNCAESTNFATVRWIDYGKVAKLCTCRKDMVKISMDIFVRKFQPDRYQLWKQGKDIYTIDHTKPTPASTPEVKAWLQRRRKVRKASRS
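Material: GST-tagged GASC-1 (JMJD2C) catalytic fragment, aa 2-372. Input: enzyme final amount 10 nM. Medium: HEPES buffer, pH 7.5, plus ascorbate. Reagent: H3K9me3 peptide substrate, Fe(II), 2-oxoglutarate. Doses: single dose. Times: reaction 30 min RT, detection step 1 h RT. Measured by: LANCE TR-FRET. Evaluation: Fall in 671/618 emission ratio as inhibition.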
C diff HTS: C. difficile growth inhibition | Clostridium difficile clinical isolate growth, OD600, 24 h; stronger effect = lower value | growth activity, negative = inhibition, % at 16 µg/mL (by protocol) | hit rate 0.25% among 86,000 | AID 1259249;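 active = mean growth activity at or below -80% and every replicate also at or below -80%; inconclusive = mean at or below -80% but some replicate above -80%; inactive = mean growth activity above -80%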;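 also: 0% = DMSO wells and -100% = levofloxacin 16 µg/mL wells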
The depositor's hits bear a star; & = joins results of further samples. Hits appear at their usual frequency. Share with any hit: about 6.8%.

How did COCC#Cc1ccc([C@H]2[C@@H](CO)N3CCCCN(C(=O)CN(C)C)C[C@H]23)cc1 do in these assays?
T cruzi growth: 120.7*; Pf Dd2 growth: 29.5; GASC1 inh: -0.7; C diff HTS: 2.3

How did COc1ccccc1C(=O)Nc1ccc2c(c1)C(=O)N(C)C[C@@H](OC)[C@H](C)CN(C(C)=O)[C@@H](C)CO2 do in these assays?
T cruzi growth: -16.8; Pf Dd2 growth: -15.1; GASC1 inh: 1.7

What do the screens show for `C[C@H]1CN([C@@H](C)CO)C(=O)c2cccc(NS(C)(=O)=O)c2O[C@H]1CN(C)Cc1ccc(C(=O)Nc2ccccc2N)cc1`?
T cruzi growth: 78.7; Pf Dd2 growth: -6.2; GASC1 inh: -0.2; C diff HTS: -1.7

Results for C[C@@H]1CN([C@H](C)CO)C(=O)c2cc(NS(=O)(=O)c3ccc(F)cc3)ccc2O[C@@H](C)CCCCO[C@H]1CN(C)C(=O)Nc1ccc2c(c1)OCO2 ?
T cruzi growth: 60.3; Pf Dd2 growth: -23.2; GASC1 inh: -0.9; C diff HTS: -3.1

How did Cc1noc(C)c1S(=O)(=O)N(C)C[C@@H]1OCCCC[C@@H](C)Oc2ccc(NS(=O)(=O)c3ccc(F)cc3)cc2C(=O)N([C@H](C)CO)C[C@@H]1C do in these assays?
T cruzi growth: 22.6; Pf Dd2 growth: 1.4; GASC1 inh: -0.3; C diff HTS: 3.6

Results for CO[C@@H]1CN(C)C(=O)c2ccc(NC(=O)C3CCOCC3)cc2OC[C@H](C)N(Cc2nccs2)C[C@@H]1C ?
T cruzi growth: 15.3; Pf Dd2 growth: -5.9; GASC1 inh: -0.6

Results for C[C@@H]1CCCCO[C@H](CN(C)S(C)(=O)=O)[C@@H](C)CN([C@@H](C)CO)C(=O)c2cc(NC(=O)CCC(F)(F)F)ccc2O1 ?
T cruzi growth: 31.3; Pf Dd2 growth: 1.9; GASC1 inh: -0.5; C diff HTS: -0.3

Results for CCCC(=O)Nc1ccc2c(c1)C(=O)N(C)C[C@@H](OC)[C@H](C)CN(CC1CCOCC1)[C@H](C)CO2 ?
T cruzi growth: -8.6; GASC1 inh: 0.2

What do the screens show for `C[C@H](CO)N1C[C@H](C)[C@H](CN(C)C(=O)Cc2ccccc2)OCCCC[C@H](C)Oc2ccc(NC(=O)Cc3ccccc3)cc2C1=O`?
T cruzi growth: 40.9; Pf Dd2 growth: -36.9; GASC1 inh: 0.9; C diff HTS: -3.6

What do the screens show for `COCC(=O)N1C[C@H]2[C@@H](c3ccccc31)[C@@H](CO)N2Cc1ccccc1`?
T cruzi growth: -14.2; Pf Dd2 growth: 17.8; GASC1 inh: 2.2; C diff HTS: 0.3

What do the screens show for `C/C=C/c1ccc([C@@H]2[C@@H](CN(CC)C(C)=O)N(Cc3cccnc3)[C@H]2CO)cc1`?
T cruzi growth: -5.0; Pf Dd2 growth: 8.2; GASC1 inh: -0.6; C diff HTS: -3.7

How did CC(C)C#Cc1ccc2c(c1)O[C@@H](CN(C)Cc1ccccn1)[C@@H](C)CN([C@H](C)CO)S2(=O)=O do in these assays?
T cruzi growth: 78.9; Pf Dd2 growth: -4.2; C diff HTS: 17.3

How did C[C@@H]1CCCCO[C@H](CN(C)C)[C@@H](C)CN([C@@H](C)CO)C(=O)c2cc(NS(=O)(=O)c3cccs3)ccc2O1 do in these assays?
T cruzi growth: 41.7; Pf Dd2 growth: 41.8; GASC1 inh: 1.7; C diff HTS: -6.7

What do the screens show for `CC(C)C#Cc1ccc([C@@H]2[C@@H](CO)N3CCCCN(C(=O)c4ccc5c(c4)OCO5)C[C@@H]23)cc1`?
T cruzi growth: 84.2; Pf Dd2 growth: -5.9; GASC1 inh: -0.1; C diff HTS: -4.4

How did CN(C)CC(=O)N[C@H]1C=C[C@H](CC(=O)O)O[C@H]1CO do in these assays?
Pf Dd2 growth: 25.7; GASC1 inh: 0.5; C diff HTS: -1.5

Results for COc1ccc(C#Cc2ccc([C@@H]3[C@H](CO)N4CCCCN(C(=O)Nc5cccc(F)c5)C[C@@H]34)cc2)cc1 ?
T cruzi growth: 62.5; Pf Dd2 growth: -84.0*; GASC1 inh: -3.6; C diff HTS: -84.8*

What do the screens show for `O=C(C[C@@H]1CC[C@H](NC(=O)CC2CC2)[C@@H](CO)O1)NCc1ccc(-c2ccccc2)cc1`?
T cruzi growth: -16.3; Pf Dd2 growth: 12.5; GASC1 inh: 2.1; C diff HTS: -6.7

Results for CN1CCN(C(=O)C[C@@H]2CC[C@@H]3[C@H](COC[C@@H](O)CN3C(=O)Nc3ccc4c(c3)OCO4)O2)CC1 ?
T cruzi growth: 25.9; Pf Dd2 growth: 12.6; GASC1 inh: 2.3; C diff HTS: 2.2&-3.6

How did COc1ccc2c3c(n(C)c2c1)[C@@H](CO)N(Cc1ccccc1)CC31CCN(C(=O)Nc2cccc(F)c2)CC1 do in these assays?
Pf Dd2 growth: -69.4; GASC1 inh: -0.7; C diff HTS: 0.6

What do the screens show for `O=C(C[C@@H]1C[C@H]2c3cc(NS(=O)(=O)c4ccccc4)ccc3O[C@H]2[C@H](CO)O1)NCC1CC1`?
T cruzi growth: -77.8; Pf Dd2 growth: -23.0; GASC1 inh: 0.5; C diff HTS: -0.6

The list goes on, overlapping the part above by 3 compounds.
Results for CN1CCN(C(=O)C[C@@H]2CC[C@@H]3[C@H](COC[C@@H](O)CN3C(=O)Nc3ccc4c(c3)OCO4)O2)CC1 ?
T cruzi growth: 25.9; Pf Dd2 growth: 12.6; GASC1 inh: 2.3; C diff HTS: 2.2&-3.6

How did COc1ccc2c3c(n(C)c2c1)[C@@H](CO)N(Cc1ccccc1)CC31CCN(C(=O)Nc2cccc(F)c2)CC1 do in these assays?
Pf Dd2 growth: -69.4; GASC1 inh: -0.7; C diff HTS: 0.6

What do the screens show for `O=C(C[C@@H]1C[C@H]2c3cc(NS(=O)(=O)c4ccccc4)ccc3O[C@H]2[C@H](CO)O1)NCC1CC1`?
T cruzi growth: -77.8; Pf Dd2 growth: -23.0; GASC1 inh: 0.5; C diff HTS: -0.6

How did CCC(=O)N1CC2(CN(C(C)=O)C2)c2c([nH]c3cc(OC)ccc23)[C@H]1CO do in these assays?
Pf Dd2 growth: 30.7; GASC1 inh: -0.6; C diff HTS: 1.2

What do the screens show for `CO[C@H]1CN(C)C(=O)c2ccc(NC(=O)C3CC3)cc2OC[C@@H](C)N(C(=O)c2ccncc2)C[C@@H]1C`?
T cruzi growth: -2.6; Pf Dd2 growth: 14.3; GASC1 inh: 5.7; C diff HTS: -2.1

Results for CCCC#Cc1ccc2c(c1)O[C@@H](CN(C)C(=O)c1ccccc1F)[C@@H](C)CN([C@@H](C)CO)S2(=O)=O ?
T cruzi growth: 75.0; Pf Dd2 growth: -83.4*; GASC1 inh: -2.6; C diff HTS: 18.4

What do the screens show for `CNC[C@H]1OCCCC[C@@H](C)Oc2ccc(NS(=O)(=O)c3ccc(F)cc3)cc2C(=O)N([C@H](C)CO)C[C@@H]1C`?
T cruzi growth: 52.3; Pf Dd2 growth: 28.6; GASC1 inh: 2.6; C diff HTS: -2.9

Results for O=C(c1ccncc1)N1CCCCN2[C@H](C1)[C@H](c1ccc(-c3ccccc3)cc1)[C@@H]2CO ?
T cruzi growth: -0.3; Pf Dd2 growth: 35.1; GASC1 inh: 0.3; C diff HTS: -1.4

How did COc1cccc(-c2ccc3c(c2)[C@@H]2[C@@H](CCN2S(=O)(=O)c2ccccc2F)[C@H](CO)N3)c1 do in these assays?
T cruzi growth: 78.5; Pf Dd2 growth: 7.2; GASC1 inh: 16.2; C diff HTS: 36.7

Results for COCC(=O)N1CCCCN2[C@H](C1)[C@@H](c1ccc(-c3ccccc3)cc1)[C@@H]2CO ?
T cruzi growth: 53.8; Pf Dd2 growth: 49.1; GASC1 inh: -0.1; C diff HTS: -13.9

Results for C[C@@H]1CN([C@@H](C)CO)C(=O)c2c(c3ccccc3n2C)-c2ccccc2CO[C@@H]1CN(C)C(=O)c1ccc(F)cc1 ?
T cruzi growth: 54.0; Pf Dd2 growth: -37.7; GASC1 inh: -0.3

How did O=C([C@H]1[C@H](CO)[C@H]2Cn3c(cccc3=O)[C@@H]1N2CC1CCCCC1)N1CCOCC1 do in these assays?
T cruzi growth: 85.3; GASC1 inh: 0.0; C diff HTS: -0.8

How did COc1ccc(S(=O)(=O)Nc2ccc3c(c2)C(=O)N([C@H](C)CO)C[C@H](C)[C@H](CN(C)CC2CC2)OCCCC[C@@H](C)O3)cc1 do in these assays?
T cruzi growth: 12.4; Pf Dd2 growth: -28.2; GASC1 inh: 0.8; C diff HTS: -11.9

How did CCS(=O)(=O)Nc1ccc2c(c1)C(=O)N(C)C[C@H](OC)[C@H](C)CN[C@@H](C)CO2 do in these assays?
T cruzi growth: 7.3; GASC1 inh: -1.0; C diff HTS: 0.3

What do the screens show for `CNC(=O)C[C@H]1CC[C@@H]2[C@@H](COc3ccc(NC(=O)NC(C)C)cc3C(=O)N2C)O1`?
T cruzi growth: -1.5; Pf Dd2 growth: 13.6; GASC1 inh: 1.8; C diff HTS: 0.0

What do the screens show for `Cc1cc(C(=O)Nc2cccc3c2O[C@@H](CN(C)Cc2ccc(-c4ccccc4)cc2)[C@@H](C)CN([C@H](C)CO)C3=O)n(C)n1`?
T cruzi growth: 5.2; Pf Dd2 growth: -11.2; GASC1 inh: 0.0; C diff HTS: 4.2

Results for O=C(C[C@H]1CC[C@@H]2[C@H](COC[C@H](O)CN2Cc2ccc(Oc3ccccc3)cc2)O1)N1CCN(c2ccccc2)CC1 ?
T cruzi growth: 117.2*; Pf Dd2 growth: -7.0; GASC1 inh: 0.2; C diff HTS: 1.5&-4.1

How did C[C@@H]1CN([C@H](C)CO)C(=O)c2cc(-c3ccc(F)cc3)cnc2O[C@@H]1CN(C)C(=O)c1ccncc1 do in these assays?
T cruzi growth: 37.8; Pf Dd2 growth: -6.4; GASC1 inh: 1.0

How did Cc1noc(C)c1S(=O)(=O)N(C)C[C@H]1Oc2ccc(NS(C)(=O)=O)cc2CC(=O)N([C@H](C)CO)C[C@H]1C do in these assays?
T cruzi growth: 23.2; Pf Dd2 growth: -1.7; GASC1 inh: -0.2; C diff HTS: -2.0

Results for COCC(=O)N1C[C@H]2[C@@H](c3ccccc31)[C@@H](CO)N2Cc1ccc(OC)cc1 ?
T cruzi growth: -7.5; Pf Dd2 growth: -13.3; GASC1 inh: -2.5; C diff HTS: 0.1

How did COc1ccc(S(=O)(=O)Nc2ccc3c(c2)C(=O)N([C@H](C)CO)C[C@H](C)[C@H](CN(C)C(=O)Nc2ccc(C(F)(F)F)cc2)OCCCC[C@@H](C)O3)cc1 do in these assays?
T cruzi growth: 108.3*; Pf Dd2 growth: -41.5; GASC1 inh: 1.4; C diff HTS: 22.1

Results for O=C(Nc1ccccc1)[C@H]1[C@H](CO)[C@H]2Cn3c(ccc(C4=CCCC4)c3=O)[C@H]2N1Cc1cocn1 ?
T cruzi growth: 41.4; Pf Dd2 growth: 3.7; GASC1 inh: 3.9; C diff HTS: 4.2

How did CC(=O)N[C@H]1CC[C@@H](CCNC(=O)Nc2ccc(C(F)(F)F)cc2)O[C@@H]1CO do in these assays?
T cruzi growth: 16.2; Pf Dd2 growth: 11.3; GASC1 inh: 3.6; C diff HTS: -77.2

How did CNC[C@@H]1Oc2cc(C#C[C@@H](C)O)ccc2S(=O)(=O)N([C@H](C)CO)C[C@H]1C do in these assays?
T cruzi growth: 10.8; Pf Dd2 growth: -71.0; GASC1 inh: 1.2; C diff HTS: -5.0

What do the screens show for `C[C@H]1CN([C@@H](C)CO)C(=O)Cc2cc(NS(=O)(=O)c3ccc(Cl)cc3)ccc2O[C@@H]1CN(C)Cc1ccc(C(F)(F)F)cc1`?
T cruzi growth: 77.1; Pf Dd2 growth: -6.2; GASC1 inh: -0.5; C diff HTS: 45.0

How did C[C@@H]1CCCCO[C@H](CN(C)Cc2ccc3c(c2)OCO3)[C@@H](C)CN([C@@H](C)CO)C(=O)c2cc(NS(=O)(=O)c3ccc(Cl)cc3)ccc2O1 do in these assays?
T cruzi growth: inconclusive; Pf Dd2 growth: -61.1; GASC1 inh: 4.7

Results for C[C@H](CO)N1C[C@H](C)[C@H](CN(C)C)Oc2ccc(NC(=O)NC3CCCCC3)cc2C1=O ?
T cruzi growth: -3.4; Pf Dd2 growth: 0.1; GASC1 inh: 3.8; C diff HTS: 2.4

What do the screens show for `Cc1noc(C)c1NC(=O)Nc1ccc2c(c1)C(=O)N([C@@H](C)CO)C[C@@H](C)[C@@H](CN(C)S(C)(=O)=O)O2`?
T cruzi growth: 90.7; Pf Dd2 growth: -13.5; GASC1 inh: 2.8

Results for O=C(C[C@H]1CC[C@@H]2[C@H](COC[C@@H](O)CN2C(=O)C2CCCC2)O1)NCc1ccncc1 ?
T cruzi growth: -37.2; Pf Dd2 growth: 1.4; GASC1 inh: 1.1

Results for COc1ccc(S(=O)(=O)N(C)C[C@@H]2Oc3c(NS(C)(=O)=O)cccc3C(=O)N([C@H](C)CO)C[C@H]2C)cc1 ?
T cruzi growth: -2.5; Pf Dd2 growth: 2.1; GASC1 inh: -1.0; C diff HTS: -2.4

Screening data (PubChem BioAssay)
